# SV40 large T antigen – SV40 large T antigen inhibitors, biochemical (AID 1903); SV40 large T antigen ATPase/helicase inhibition assay; higher % means a stronger effect; one-dose inhibition, % at 20 µM; IC50 in µM for titrated hits; 310,000 compounds, 0.39% hits; in the data active means a potency from the dose series; further: strong numbers were not always called active
# KOR beta-arrestin-1 – KOR agonists, beta-arrestin recruitment, primary screen, cell-based, luminescence, uHTS (AID 1777); Kappa-type opioid receptor (Homo sapiens); KOR beta-arrestin recruitment, luminescence; higher % means a stronger effect; one-dose activation, % at 10 µM; EC50 in µM for titrated hits; 280,000 compounds, 0.02% hits; in the data active means activation above about 50%, passing the limit was not always enough; further: a part of the inactive calls stands beside numbers as strong as those of hits
# MgcRacGAP inhibition – MgcRacGAP GTPase-activating activity inhibitors, confirmation, biochemical, ADP Hunter fluorescence; Rac GTPase-activating protein 1 (Homo sapiens); 340,000 compounds, 0.6% hits; MgcRacGAP-stimulated Rac1 GTP hydrolysis, ADP Hunter fluorescence; higher % means a stronger effect; GST-tagged Rac1 F28L mutant substrate; AID 624330, 2012; one-dose inhibition, % at 30 µM; IC50 in µM for titrated hits;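 active means first-screen hits whose inhibition reached a set limit at any dose in the follow-up dose series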;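 further: fluorescence reports GDP produced by GAP-driven GTP hydrolysis; strong numbers were not always called active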
# HEK293 NOD2/NF-kB – NOD2 signaling inhibitors, cell-based, luminescence, uHTS, HEK293 (AID 1566). HEK293 NOD2/NF-kB luciferase reporter, luminescence; higher % means a stronger effect. 290,000 compounds, 0.63% hits. inhibition, % at 4 µM, or EC50 in µM where a hit was titrated; further: many of its hits are not listed in these tables
# GPR55 LPI antagonism – GPR55 antagonists blocking LPI-driven arrestin recruitment, primary screen, imaging, U2OS, beta-arrestin-GFP, LPI agonist (AID 2013) | G-protein coupled receptor 55 (Homo sapiens) | U2OS GPR55 beta-arrestin-GFP translocation imaging, LPI antagonism; higher % means a stronger effect | inhibition, % at 10 µM, or IC50 in µM where a hit was titrated | 290,000 compounds, 0.13% hits;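 active means spots per cell inhibited over 60%, with over 100 cells counted and total cytoplasm intensity under 500,000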;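 further: U2OS cells stably carrying GPR55 and arrestin-GFP stimulated by 5 µM LPI near EC80; imaged beta-arrestin-GFP aggregate spots per cell after agonist stimulation; plate controls were LPI-stimulated DMSO wells for no effect and DMSO wells without LPI for full effect; some results filed as inactive read as strong as hits; confirmed hits need IC50 under 10 µM and bright autofluorescent wells are also inconclusive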
# GPR55 activation – GPR55 agonists via beta-arrestin recruitment, primary screen, imaging, U2OS cells, beta-arrestin-GFP redistribution (AID 1961); G-protein coupled receptor 55 (Homo sapiens); U2OS GPR55 beta-arrestin-GFP redistribution imaging; higher % means a stronger effect; activation, % at 10 µM, or EC50 in µM where a hit was titrated; 290,000 compounds, 0.048% hits;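 active means activation above 40% with more than 50 cells counted in the well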;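 further: U2OS osteosarcoma cells stably expressing GPR55 and beta-arrestin-GFP; plate controls were DMSO negative control for no effect and LPI positive control for full effect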
# KOR beta-arrestin-2 – KOR antagonists, beta-arrestin recruitment, cell-based, luminescence, uHTS (AID 1778); KOR beta-arrestin recruitment, luminescence, antagonist mode; higher % means a stronger effect; inhibition, % at 10 µM, or IC50 in µM where a hit was titrated; 290,000 compounds, 0.091% hits; further: strong numbers were not always called active
# NOD1 NF-kB reporter – NOD1 signaling inhibitors, primary screen, cell-based, luminescence, uHTS (AID 1578). NOD1-driven NF-kB luciferase reporter cells, luminescence; higher % means a stronger effect. inhibition, % at 4 µM; hits with a dose series show EC50 in µM. 290,000 compounds, 1% hits; in the data active means inhibition mostly above about 36%, no sharp cut-off; inactive means mostly below about 34%;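 further: HEK-293T reporter cells stimulated with the NOD1 agonist gamma-tri-DAP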
# HIV peptide binding – inhibitors of HIV fusion peptide binding, primary screen, biochemical, uHTS, fluorescence dequenching (AID 1986). cell-free peptide binding, fluorescence dequenching, 30 min; higher % means a stronger effect. one-dose inhibition, % at 20 µM; IC50 in µM for titrated hits. 290,000 compounds, 0.3% hits; in the data active means inhibition mostly above about 52%, no sharp cut-off; inactive means mostly below about 76%; further: some results filed as inactive read as strong as hits
# * marks the source's active call; other numbers are inactive results; x = not tested or not shown; [ ] = remark or other dose. Unless noted, no stated cut-off is given here; in the data, active means inhibition above about 50%; inactive means the rest. A portion of the library; count on the stated rates, not on these rows.
SV40 large T antigen	KOR beta-arrestin-1	MgcRacGAP inhibition	HEK293 NOD2/NF-kB	GPR55 LPI antagonism	GPR55 activation	KOR beta-arrestin-2	NOD1 NF-kB reporter	HIV peptide binding	Compound
2%	1.9%	6%	-4%	13%	0.1%	-21%	-15%	0.0%	CC(C)(C)OC(=O)N/N=C/c1cn(-c2ccccc2)nc1-c1cccnc1
1%	-1.5%	11%	19%	-1%	0.0%	19%	-9%	-1.3%	C=CCN(CC(=O)NC1CCS(=O)(=O)C1)S(=O)(=O)c1ccccc1C(F)(F)F (configuration not stated)
10%	0.5%	10%	4%	5%	0.3%	-3%	-6%	-1.1%	CCCN(CCC(=O)Nc1ccccc1F)CC1CC1
12%	0.8%	11%	-3%	8%	-0.2%	27%	-6%	-0.3%	Cc1cc(C(=O)CS(=O)(=O)c2ccccc2)cc(C)c1O
16%	-3.0%	14%	-5%	2%	-0.1%	10%	-25%	-2.6%	COc1ccccc1OC(=O)c1ccc(SC)cc1OC
1%	6.0%	10%	-42%	-5%	-0.1%	5%	2%	2.2%	O=C(O)c1ccccc1NS(=O)(=O)c1cccc2nsnc12
16%	4.7%	4%	19%	-1%	-0.3%	-10%	-11%	0.9%	NCCc1nnc(SCC(=O)c2ccc(Cl)cc2)o1
7%	0.6%	3%	1%	-5%	-0.3%	-24%	31%	-0.1%	CC12CCC(=O)N1C(C(=O)OCC(=O)Nc1cc(S(=O)(=O)N3CCCCC3)ccc1Cl)CS2 (configuration not stated)
x	2.4%	12%	-13%	3%	-0.1%	0%	-8%	-0.4%	Cn1c2ccc(F)cc2c2nnc(SCCN3CCOCC3)nc21
5%	15%	2%	-54%	-11%	-0.1%	2%	-17%	-1.5%	C/C(=N\Nc1ccc([N+](=O)[O-])cc1)c1cccc(N)c1
7%	-3.5%	5%	11%	10%	-0.2%	8%	-16%	0.6%	Cc1cccc(N2C(=O)CSC2c2cccnc2)c1 (configuration not stated)
4%	-4.0%	10%	1%	20%	-0.1%	0%	-15%	-0.7%	CCOc1ccc(NC(=O)C2CC(C)=C(C)CC2C(=O)O)cc1 (configuration not stated)
6%	1.4%	7%	-9%	2%	0.2%	2%	-8%	-2.9%	Cc1occc1C(=O)NNC(=O)C(c1ccccc1)c1ccccc1
11%	1.9%	9%	18%	14%	-0.3%	-50%	31%	-2.9%	Cc1nnsc1C(=O)Nc1ccccc1
19%	-2.1%	2%	-19%	4%	0.5%	-12%	-30%	0.1%	Cc1nnc2sc(SCc3ccccc3Cl)nn2c1=O
-2%	-5.7%	14%	5%	2%	0.3%	19%	10%	1.9%	OCCN(CCO)Cc1ccc(Br)cc1
8%	-3.3%	1%	-134%	14%	-0.1%	19%	-35%	-0.5%	Cc1[nH]c2ccccc2c1/C=C(\C#N)C(=O)NC1CC1
6%	-2.4%	-6%	16%	9%	-0.1%	-5%	-12%	2.1%	Cc1nc2sc(C(c3cccc(F)c3)N3CCOCC3)c(O)n2n1 (configuration not stated)
7%	2.9%	3%	7%	7%	0.3%	2%	-32%	16%	Cc1ccc(/C=C2/C(=O)N(c3ccccc3)C(=S)N2C)o1
6%	2.5%	7%	14%	2%	0.4%	18%	-5%	-0.9%	COc1ccc(-n2c(-c3ccc(Cl)cc3)c[n+]3c2CCCCC3)cc1
2%	-3.1%	3%	32%	-27%	0.0%	-44%	40%	-0.9%	O=C(Nc1ccccc1)ON=C1c2ccccc2-c2ccccc21
7%	0.2%	11%	7%	10%	-0.1%	-7%	-1%	-2.7%	CC1CCN(CC(=O)Nc2cccc([N+](=O)[O-])c2)CC1
-11%	0.6%	-3%	5%	-4%	-0.5%	-17%	-42%	2.3%	O=C(CCc1c[nH]c2ccccc12)Nc1ccc(S(=O)(=O)Nc2ncccn2)cc1
4%	-6.2%	-6%	-5%	0%	1.4%	6%	-22%	-0.1%	NS(=O)(=O)c1ccc(NC(=O)C2Cc3ccccc3C(=O)O2)cc1 (configuration not stated)
3%	6.1%	2%	6%	1%	-0.5%	11%	-31%	0.8%	Cc1nn(C)c(C)c1S(=O)(=O)N(CC(=O)NCc1cccs1)c1ccc(C(C)C)cc1
10%	-4.0%	3%	11%	2%	0.6%	7%	4%	0.8%	CC(Oc1cccc(Cl)c1)C(=O)Nc1cc(=O)n(C)c(=O)n1C (configuration not stated)
14%	0.5%	2%	14%	1%	0.0%	6%	-27%	-1.6%	COC(=O)c1sccc1NC(=O)Nc1ccc(OC)c(OC)c1
10%	0.2%	-5%	-10%	5%	-0.2%	-6%	9%	-2.6%	CNC(=O)CC1C(=O)N(C)C(=S)N1NC(=O)c1ccccc1 (configuration not stated)
4%	-1.6%	7%	10%	-3%	-0.1%	-65%	-13%	0.2%	COc1ccc(-c2csc(NC(=O)c3ccc(S(C)(=O)=O)cc3)n2)cc1
5%	6.3%	7%	15%	1%	-0.2%	-22%	-18%	0.5%	CCOc1ccc(CN2CCNC(=O)C2CC(=O)N(C)C2CCCCC2)cc1 (configuration not stated)
2%	-3.3%	1%	8%	-2%	-0.1%	-10%[20 µM]	32%	-1.9%	CN1CCN(S(=O)(=O)c2ccc3c(c2)C(C)(C)C(=O)N3C)CC1
8%	x	-4%	6%	4%	-0.1%	-11%[20 µM]	-37%	29%	O=C(NCc1ccc(Cl)s1)c1cc(COc2c(F)cccc2F)on1

# A run of entries from the list above, for reference:
SV40 large T antigen	KOR beta-arrestin-1	MgcRacGAP inhibition	HEK293 NOD2/NF-kB	GPR55 LPI antagonism	GPR55 activation	KOR beta-arrestin-2	NOD1 NF-kB reporter	HIV peptide binding	Compound
4%	-1.6%	7%	10%	-3%	-0.1%	-65%	-13%	0.2%	COc1ccc(-c2csc(NC(=O)c3ccc(S(C)(=O)=O)cc3)n2)cc1
5%	6.3%	7%	15%	1%	-0.2%	-22%	-18%	0.5%	CCOc1ccc(CN2CCNC(=O)C2CC(=O)N(C)C2CCCCC2)cc1 (configuration not stated)
2%	-3.3%	1%	8%	-2%	-0.1%	-10%[20 µM]	32%	-1.9%	CN1CCN(S(=O)(=O)c2ccc3c(c2)C(C)(C)C(=O)N3C)CC1
8%	x	-4%	6%	4%	-0.1%	-11%[20 µM]	-37%	29%	O=C(NCc1ccc(Cl)s1)c1cc(COc2c(F)cccc2F)on1

# Other entries.
SV40 large T antigen	KOR beta-arrestin-1	MgcRacGAP inhibition	HEK293 NOD2/NF-kB	GPR55 LPI antagonism	GPR55 activation	KOR beta-arrestin-2	NOD1 NF-kB reporter	HIV peptide binding	Compound
21%	-0.4%	6%	-151%	-30%	-0.2%	-6%	-38%	1.5%	NC(=O)c1ccccc1N/C=C/C(=O)c1ccccc1
8%	0.9%	x	11%	7%	-0.1%	-19%	-2%	1.5%	COC(=O)c1cc(-c2ccccc2)c2c(=O)n(C)c(=O)n(C)c2n1
3%	-5.1%	6%	6%	3%	0.0%	-2%	-9%	1.8%	O=C1CC(c2c[nH]c3ccccc23)C(=O)N1c1ccccc1 (configuration not stated)
10%	-0.5%	16%	14%	1%	-0.1%	-8%	9%	-0.4%	Cc1cc(Br)ccc1NS(=O)(=O)c1c(C)[nH]c(=O)[nH]c1=O
5%	1.0%	2%	-9%	5%	-0.2%	-13%	-42%	-1.1%	CCCCS(=O)CC(COC)OC(=O)c1ccccc1 (configuration not stated)
5%	-1.0%	13%	12%	-1%	0.5%	14%	30%	1.5%	O=C(CSc1nc2ccc([N+](=O)[O-])cc2[nH]1)NC1CCCCCC1
6%	0.6%	-15%	-1%	-12%	-0.1%	-23%[20 µM]	10%	-0.8%	Cc1cc(S(=O)(=O)N2CCCC(N3CCOCC3)C2)c(C)cc1Cl (configuration not stated)
-1%	-4.9%	7%	-28%	2.2µM*	-0.2%	0%	-46%	-1.0%	COc1ccc(CNCc2cc3c(C(C)(C)C)nn(-c4ccccc4)c3[nH]c2=O)cc1
3%	2.7%	-1%	-3%	-2%	0.4%	-33%	-13%	0.2%	CN1CCN(Cc2cn(C)nc2-c2ccccc2F)CC1c1ccccc1 (configuration not stated)
-1%	-6.9%	3%	18%	-11%	0.6%	-16%	-1%	1.0%	CC1=C(C(=O)OC(C)C)C(C)NC(=O)N1 (configuration not stated)
0%	-4.4%	5%	-7%	-4%	1.1%	-16%	3%	-1.5%	O=C(CSc1nnc(Cn2c(=O)sc3ccccc32)n1-c1ccccc1)NCC1CCCO1 (configuration not stated)
8%	-2.1%	6%	-28%	2%	-0.4%	-20%	-35%	0.2%	CCOc1nc(NCc2ccco2)nc(Nc2ccccc2F)n1
8%	5.4%	4%	-22%	-1%	-0.1%	-28%	-29%	-1.8%	O=C(NCc1ccccc1F)C1CCCN(C(=O)NC2CCCCC2)C1 (configuration not stated)
-1%	-6.4%	1%	3%	-6%	-0.1%	-25%	25%	-1.7%	Oc1ccc(Br)cc1-c1cc(-c2ccccc2F)[nH]n1
1%	1.6%	5%	-4%	0%	0.0%	-20%	1%	0.2%	O=C(Nc1ccc2c(c1)OCO2)C1CC(c2ccc(F)cc2)=NO1 (configuration not stated)
-1%	4.4%	3%	6%	-1%	0.1%	-8%	-32%	3.3%	COc1ccc(S(=O)(=O)NCC2CCCN(CC(C)(C)C)C2)cc1 (configuration not stated)
10%	11%	7%	-11%	18%	-0.1%	0%	-6%	0.6%	CCCN(CCC)CCSc1nc(O)c(C(C)C)c(=O)[nH]1
-4%	0.3%	2%	13%	-3%	0.3%	-4%	-24%	0.7%	O=C(OCCN1C(=O)c2ccccc2C1=O)c1cc2ccccc2o1
-5%	-2.4%	1%	4%	-10%	-0.2%	-12%	2%	-0.4%	Cc1cc(C)c(S(=O)(=O)N2CCN(S(=O)(=O)N3CCCCCC3)CC2)c(C)c1
12%	-0.7%	9%	24%	9%	1.6%	-26%[20 µM]	16%	-2.1%	Cc1ccc2cc(CN(CCCN(C)C)C(=S)NCc3ccccc3)c(=O)[nH]c2c1C
9%	-3.1%	x	10%	13%	-0.5%	25%	-17%	-1.1%	O=C(CSc1ncnc2ccccc12)Nc1cccc(S(=O)(=O)N2CCCC2)c1
2%	0.9%	16%	-5%	-7%	0.1%	-44%	-56%	-0.9%	C=C(C)Cn1c(-c2ccncc2)n[nH]c1=S
26%	-0.8%	14%	8%	7%	-0.1%	-33%[20 µM]	-29%	0.7%	CCN(CC(=O)N1CCCCCC1)S(=O)(=O)c1ccc(C)cc1
1%	-4.5%	14%	9%	6%	0.4%	-54%	7%	-0.1%	COc1ccc(N=C2S/C(=C\c3ccc(C)o3)C(=O)N2CC(C)C)cc1
6%	-3.7%	19%	-90%	1%	0.0%	12%	-43%	-3.2%	O=C(Nc1ccc(N2CCCC2)cc1)c1ccccc1F
24%	-5.2%	8%	6%	15%	-0.1%	7%	-13%	-0.5%	Cc1cccc(NC(=O)CCC2CCN(C(=O)C3CC=CCC3)CC2)c1 (configuration not stated)
